Screens as filed in PubChem.
NCI-60 one-dose screen, 48 h, at 10 µM unless noted. Numbers give growth in % (100 = growth as untreated, 0 = no growth, -100 = all killed).
T-47D – T-47D breast cancer. 5% of 79,000 active
HS 578T – HS 578T breast cancer | 4.1% of 78,000 active
SR – SR leukemia cells | AID 1794780 | 8.7% of 73,000 active
BT-549 – BT-549 breast cancer; 4.4% of 78,000 active; AID 1794793
MCF7 – MCF7 breast cancer; 6.3% of 82,000 active; AID 1794796
MDA-MB-468 – MDA-MB-468 breast cancer; 8.5% of 78,000 active; AID 2202374
K-562 – K-562 leukemia. 7.4% of 78,000 active
MDA-MB-231 – MDA-MB-231 breast cancer. AID 1794789. 5% of 81,000 active
The depositor's hits bear a star; . = not tested or not shown; & = joins results of further samples. The calls were made as follows: active = growth percent below 10; inactive = the rest.

entry	Structure	T-47D	MDA-MB-231	MDA-MB-468	K-562	MCF7	HS 578T	SR	BT-549
1	COc1ccc2[nH]cc(-c3nnc(N)nc3-c3cn(C)c4ccc(OC)cc34)c2c1	99	89	99	114	91	100	82	92
2	Cn1cc(C(=O)c2nc(-c3cn(C)c4ccccc34)no2)c2cc(Br)ccc21	103	88	134	80	49	80	88	103
3	CC(C)C[C@@H](C(=O)N[C@H](C(=O)OC1CCCC1)c1ccccc1)[C@H](O)C(=O)NO	37	9.8*	17	23	43	75	51	70
4	CC(C(=O)O)c1ccc(C(=O)c2cccs2)cc1 (stereo unspecified)	95&91	108&95	102&103	103&95	92&106	82&99	93	109&125
5	CC(=O)c1ccc2c(c1)N(CCCN(C)C)c1ccccc1S2	81&97	76&94	81&81	49&75	86&93	98&77	43	81&95
6	CC(O)CN(C)C (stereo unspecified)	98	117	106	97	96	107	87	116
7	Cn1c(O)c(N=NC(N)=S)c2ccccc21	78&83	112&100	87&57	112&63	79&63	101&103	.	104
8	CCOC(=O)c1ccc(N)cc1	86&111	98&101	122&109	88&86	99&79	101&120	106&96	109
9	OC1CCC(Nc2ncc3nc(Nc4c(F)cc(F)cc4F)n([C@H]4CCOC4)c3n2)CC1 (stereo partly specified)	60	94	100	74	96	.	92	85
10	CN(C)C/C=C/C(=O)Nc1cc2c(Nc3ccc(F)c(Cl)c3)ncnc2cc1O[C@H]1CCOC1	-6.5*	-14*	-40*	0.8*	3.6*	.	-16*	-1.8*

Other records
entry	Structure	T-47D	MDA-MB-231	MDA-MB-468	K-562	MCF7	HS 578T	SR	BT-549
11	CCn1c(C(=O)N(C2CC2)C2CC2)cc2c3c(ncn3C)c(Nc3cc(C)n(C)n3)nc21	72	74	106	92	83	.	49	89
12	CCCCC(O)c1ccccc1 (stereo unspecified)	87	116	99	94	103	116	98	110
13	CN(C)CCOC(C)(c1ccccc1)c1ccccn1 (stereo unspecified)	108	108	111	101	122	113	97	97
14	CC12CCC(CC1)C(C)(C)O2	98	100	108	.	99	102	89	99
15	COc1ccc(/C=C/C(C)=N/OCC(N)=O)cc1	97	114	102	108	97	115	98	111
16	Brc1cnc2[nH]cc(-c3nnc(-c4ccccc4)s3)c2c1	77	74	105	82	63	90	88	82
17	COc1cc(C2NC(=S)NC(C)=C2C(=O)Nc2ccc(S(N)(=O)=O)cc2)cc(OC)c1OC (stereo unspecified)	106	107	100	100	89	104	96	119
18	CC1=CCC2C(=O)OC(=O)C2C1 (stereo unspecified)	91	96	94	105	100	106	87	98
19	CC(=O)c1ccc(S(=O)(=O)NC(=O)NC2CCCCC2)cc1	112	111	105	95	103	152	74	110
20	COc1ccc(C(=O)CC(=O)c2ccc(C(C)(C)C)cc2)cc1	91	97	101	112	.	104	.	89

In a second layout: results already given.
[20] COc1ccc(C(=O)CC(=O)c2ccc(C(C)(C)C)cc2)cc1
  T-47D: 91; MDA-MB-231: 97; MDA-MB-468: 101; K-562: 112; MCF7: .; HS 578T: 104; SR: .; BT-549: 89
[12] CCCCC(O)c1ccccc1 (stereo unspecified)
  T-47D: 87; MDA-MB-231: 116; MDA-MB-468: 99; K-562: 94; MCF7: 103; HS 578T: 116; SR: 98; BT-549: 110
[19] CC(=O)c1ccc(S(=O)(=O)NC(=O)NC2CCCCC2)cc1
  T-47D: 112; MDA-MB-231: 111; MDA-MB-468: 105; K-562: 95; MCF7: 103; HS 578T: 152; SR: 74; BT-549: 110

Continued.
entry	Structure	T-47D	MDA-MB-231	MDA-MB-468	K-562	MCF7	HS 578T	SR	BT-549
21	C[C@H](COc1ccccc1)N[C@H](C)[C@H](O)c1ccc(O)cc1	113	92	109	110	91	109	.	110
22	Cn1cc(-c2nnc(N)nc2-c2c[nH]c3ccc(F)cc23)c2ccccc21	88	96	89	89	70	101	76	100
23	COc1ccc2[nH]cc(-c3nnc(N)nc3-c3cn(C)c4ccccc34)c2c1	95	87	98	103	85	99	77	84
24	CC(=O)O[C@]1(C(C)=O)CCC2C3C=C(Cl)C4=CC(=O)[C@@H]5C[C@@H]5[C@]4(C)C3CC[C@@]21C (stereo partly specified)	85	89	62	72	92	112	89	70
25	CCN(CC)CCNC(=O)c1cc(Cl)c(N)cc1OC	109	114	121	108	90	103	.	96
26	Cn1cc(-c2nnc(-c3ccccc3)o2)c2cc(Br)cnc21	71	70	93	87	58	94	88	99
27	Cc1nc2ccccn2c(=O)c1CCN1CCC(C(=O)c2ccc(F)cc2)CC1	101	89	106	114	93	100	102	88
28	CN1CCOC(c2ccccc2)c2ccccc2C1 (stereo unspecified)	95	98	102	90	97	103	97	102
29	Cn1cc(-c2nnc(-c3cn(C)c4ncc(Br)cc34)s2)c2cc(F)ccc21	88	84	105	89	74	103	89	99
30	OCCN1CCN(CCCN2c3ccccc3Sc3ccc(Cl)cc32)CC1	84&66	82&12	25	23&13	77	72&63	.	75&59

Part of the list above in order of heavy-atom count, smallest number first:
entry	Structure	T-47D	MDA-MB-231	MDA-MB-468	K-562	MCF7	HS 578T	SR	BT-549
28	CN1CCOC(c2ccccc2)c2ccccc2C1 (stereo unspecified)	95	98	102	90	97	103	97	102
22	Cn1cc(-c2nnc(N)nc2-c2c[nH]c3ccc(F)cc23)c2ccccc21	88	96	89	89	70	101	76	100
27	Cc1nc2ccccn2c(=O)c1CCN1CCC(C(=O)c2ccc(F)cc2)CC1	101	89	106	114	93	100	102	88

Single values from the entries so far:
no. 30 in HS 578T is listed with 72&63
no. 21 in MDA-MB-231 is listed with 92
no. 17 in MDA-MB-468 is listed with 100
no. 18 in SR is listed with 87

Additional records.
entry	Structure	T-47D	MDA-MB-231	MDA-MB-468	K-562	MCF7	HS 578T	SR	BT-549
31	CN(C)C[C@@H]1CCn2cc(c3ccccc32)C2=C(C(=O)NC2=O)c2cn(c3ccccc23)CCO1	21	-36*	23	-59*	-59*	.	-12*	-3.6*
32	C=CC1=C(C(=O)O)N2C(=O)[C@@H](NC(=O)/C(=N\O)c3csc(N)n3)[C@H]2SC1 (stereo in doubt)	114	105	96	104	.	103	.	118
33	CN1CCN(CCOc2cc(OC3CCOCC3)c3c(Nc4c(Cl)ccc5c4OCO5)ncnc3c2)CC1	-14*	61	26	5.3*	63	.	39	89
34	Cn1cc(C(=O)c2nc(-c3cn(C)c4ccc(F)cc34)no2)c2cc(Br)ccc21	90	117	102	91	88	100	85	102
35	Cn1cc(-c2nnc(-c3cn(C)c4ncccc34)o2)c2cc(F)ccc21	56	69	36	85	41	87	83	95
36	COc1cc2c(Oc3ccc(NC(=O)C4(C(=O)Nc5ccc(F)cc5)CC4)cc3F)ccnc2cc1OCCCN1CCOCC1	0.3*	-60*	12	-12*	-22*	.	-17*	18
37	Nc1nnnn1-c1ccccc1	98	112	100	.	108	127	.	106

Whole records as entered above. Order of values: T-47D, MDA-MB-231, MDA-MB-468, K-562, MCF7, HS 578T, SR, BT-549
CCOC(=O)c1ccc(N)cc1 across the screens: 86&111, 98&101, 122&109, 88&86, 99&79, 101&120, 106&96, 109
CC(=O)O[C@]1(C(C)=O)CCC2C3C=C(Cl)C4=CC(=O)[C@@H]5C[C@@H]5[C@]4(C)C3CC[C@@]21C (stereo partly specified) across the screens: 85, 89, 62, 72, 92, 112, 89, 70
CC(O)CN(C)C (stereo unspecified) across the screens: 98, 117, 106, 97, 96, 107, 87, 116

Not all compounds are listed; rates above refer to the full screens.
